Screens from PubChem BioAssay.
HTR5A inv ctr: HTR5A inverse agonism, opioid heterodimer counter-screen. P47898. HTR5A cell line, luminescence. inhibition, % at 9.3 µM. 0.083% of 340,000 active; in the data active = inhibition mostly above about 23%, no sharp cut-off; inactive = mostly below about 18%;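 note: 0% = cells with DMSO and 100% = no-cell wells with DMSO; some compounds called inactive have numbers as strong as hits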
Target sequence (P47898 whole entry, looked up): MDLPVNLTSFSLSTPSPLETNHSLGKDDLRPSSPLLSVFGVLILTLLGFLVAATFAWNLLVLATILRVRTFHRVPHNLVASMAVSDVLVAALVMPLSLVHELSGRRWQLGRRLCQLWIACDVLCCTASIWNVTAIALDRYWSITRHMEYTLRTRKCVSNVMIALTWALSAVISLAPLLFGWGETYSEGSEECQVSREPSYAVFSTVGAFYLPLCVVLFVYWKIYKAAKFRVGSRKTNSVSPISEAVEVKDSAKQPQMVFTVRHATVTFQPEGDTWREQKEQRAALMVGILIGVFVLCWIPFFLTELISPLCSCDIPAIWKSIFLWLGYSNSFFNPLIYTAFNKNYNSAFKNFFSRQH
SUMO Mot1 rescue: inhibitors of SUMOylation pathway: yeast Mot1-301 growth rescue | S. cerevisiae Mot1-301 growth rescue, ATP luminescence, 38.5C; percent above DMSO median, 100 means doubled | growth rescue, % at 18.8 µM | 1% of 320,000 active;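 active = every valid replicate shows activation above 250% relative to neutral control wells; inactive = the rest, any valid replicate at or below 250%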;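 note: OY570 slx delta 5 strain wells were the positive control but not used for scaling; some compounds called inactive have numbers as strong as hits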
PfHsp90 set2: growth inhibition of yeast expressing Plasmodium Hsp90; S. cerevisiae expressing PfHsp90, BacTiter-Glo ATP, 48 h; yeast lacking PDR1 and PDR3 efflux regulators; inhibition, % at 9.4 µM; 0.32% of 310,000 active;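 active = every replicate shows inhibition above about 80%, whatever the replicate mean, limit read from the data; inconclusive = mean inhibition reaches the set limit but some replicate falls short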;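 note: 0% = DMSO neutral controls and 100% = 20 µM radicicol positive controls; yeast relying on Plasmodium falciparum Hsp90 in place of its own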
AddAB inh: less growth of phage-infected E. coli with AddAB. E. coli expressing H. pylori AddAB, absorbance growth. AID 435030. inhibition, % at 11.9 µM. 0.29% of 330,000 active; in the data active = inhibition above about 12%;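 note: 0% = vehicle wells of infected cells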
OPRM1-OPRD1 inv: mu-delta opioid heterodimer inverse agonism; P35372+P41143; cell-based MOR-DOR heterodimer luminescence; inhibition, % at 9.3 µM; 0.21% of 340,000 active; AID 504357; in the data active = inhibition above about 22%, passing the limit was not always enough;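 note: 0% = cells with DMSO and 100% = wells without cells with DMSO; values of inactives mirror those of a sister screen read the other way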
E coli growth: reduces bacterial viability in AddAB counter-screen. inhibition, % at 11.9 µM. E. coli V3065 growth, OD600 absorbance, 18 h. 0.27% of 330,000 active;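 active = inhibition above the campaign's mean inhibition across all tested compounds plus 3 SD, cut at about 9.9% in these data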;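 note: uninfected addAB+ strain grown without phage in ampicillin broth; 0% = DMSO wells and 100% = ciprofloxacin 0.95 µg/ml wells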
Tat transport: blocks Tat-dependent protein export in E. coli. E. coli MC4100 TorA-mCherry Tat export, fluorescence. inhibition, % at 10 µM. 0.036% of 340,000 active;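 active = mean replicate inhibition at least 50% and at least half of replicates individually reaching 50%; inconclusive = only one of the two criteria met; inactive = neither criterion met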;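 note: exported cargo escapes ClpAP degradation while cytoplasmic cargo is degraded and loses fluorescence; 0% = median of neutral control wells and 100% = median of NaSCN control wells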
OPRM1-OPRD1 ag: agonists of human mu-delta opioid receptor heterodimerization | AID 504326 | 0.3% of 340,000 active | activation, % at 9.3 µM | cells, OPRM1-OPRD1 heterodimerization, luminescence; in the data active = activation above about 18%;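 note: 0% = vehicle-treated cells and 100% = reference agonist; values of inactives mirror those of a sister screen read the other way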
phage Ecoli inh: E. coli growth loss with phage present | inhibition, % at 11.9 µM | 0.26% of 360,000 active | growth absorbance; in the data active = inhibition above about 11%
PKA-R1A act: activators of PKA-R1A complex; P00514+P68181; PKA-R1A dissociation, Cy5-IP20 fluorescence polarization; scaled: DMSO 0%, 113 µM cGMP 100%; activation, % at 11.4 µM; 0.083% of 340,000 active; AID 504707;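 active = percent activation above the mean of all tested compounds plus 3 SD, cut at about 19% in these data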;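 note: higher means more PKAc released from R1A so a rise in polarization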
PKA-R2B activ: PKA-R2B complex activation | P22694+P31323 | PKA-R2B holoenzyme dissociation, Cy5-IP20 fluorescence polarization; R2B truncated from residue 108, S112A mutant; 0% DMSO only, 100% 113 µM cGMP | activation, % at 11.4 µM | 0.079% of 340,000 active;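 active = activation above a cutoff set at the mean over all compounds plus 3 SD, cut at about 18% in these data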;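 note: higher means more holoenzyme dissociation and a rise in polarization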
Target sequence (P31323 whole entry, looked up, other chains not shown, the tested form may be a part): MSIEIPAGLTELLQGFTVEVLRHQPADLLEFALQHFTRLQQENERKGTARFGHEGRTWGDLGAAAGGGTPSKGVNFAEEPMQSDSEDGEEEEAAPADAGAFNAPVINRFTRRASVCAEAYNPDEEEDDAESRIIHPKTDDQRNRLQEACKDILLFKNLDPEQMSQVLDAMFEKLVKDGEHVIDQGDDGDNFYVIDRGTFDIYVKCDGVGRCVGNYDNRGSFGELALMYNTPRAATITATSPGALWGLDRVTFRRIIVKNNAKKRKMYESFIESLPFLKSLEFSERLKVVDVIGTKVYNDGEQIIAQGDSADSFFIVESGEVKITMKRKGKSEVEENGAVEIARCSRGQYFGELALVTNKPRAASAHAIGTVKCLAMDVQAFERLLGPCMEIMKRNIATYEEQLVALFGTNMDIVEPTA
Numbers without * were called inactive; ? = inconclusive; / = no result given.

| SMILES | HTR5A inv ctr | SUMO Mot1 rescue | PfHsp90 set2 | AddAB inh | OPRM1-OPRD1 inv | E coli growth | Tat transport | OPRM1-OPRD1 ag | phage Ecoli inh | PKA-R1A act | PKA-R2B activ |
| --- | --- | --- | --- | --- | --- | --- | --- | --- | --- | --- | --- |
| CC(C)(C)NC(=O)C(c1ccccn1)N(C(=O)c1csnn1)C1CCCC1 (stereo not drawn) | 0 | -7 | 0 | -0.3 | 12 | -2.6 | -11 | -2.3 | 2.4 | -9 | 16 |
| O=C(c1ccco1)N1CCN(C(=O)c2ccc(COc3ccc(Cl)cc3Cl)o2)CC1 | -18 | 103 | -12 | -0.8 | -9 | 0.0 | 6 | 1.7 | 3.7 | -3 | -14 |
| Cc1cc(C)cc(S(=O)(=O)Cc2noc(C(=O)NCc3ccccc3)c2C(=O)NCc2ccccc2)c1 | 3 | -13 | / | -0.4 | -22 | -1.2 | -1 | 4.0 | 0.7 | 1 | -1 |
| CCN(CC)P(=O)(Nc1ccccc1Br)c1ccc(N(C)C)cc1NC(=O)c1ccco1 (stereo not drawn) | -21 | / | -34 | -1.7 | 2 | -0.6 | -2 | -0.4 | 3.5 | -5 | -7 |
| Nc1cccc(C(=O)Nc2ccc(N)cc2Cl)c1 | 7 | -12 | -17 | 1.6 | -12 | -2.8 | -6 | 1.9 | 3.1 | 2 | -3 |
| CCCCN(CC)CCNS(=O)(=O)c1ccc2c(c1)oc(=O)n2C | -12 | -1 | 11 | 1.6 | 6 | -3.5 | ? | -1.4 | 1.2 | 13 | -5 |
| Cc1ccc(S(=O)(=O)Cn2cnnn2)cc1 | 10 | 8 | / | 3.5 | 19 | 1.2 | -8 | -3.9 | -0.2 | 1 | 6 |
| COc1ccc(-c2nc(CS(=O)(=O)CC(=O)NCc3ccccc3Br)c(C)o2)cc1 | -43 | 8 | -4 | -4.0 | -26 | -0.7 | 18 | 4.4 | 2.1 | -3 | 10 |
| COc1ccc(C(=O)C2CCCN(C(=O)c3noc4c3CCCC4)C2)c(C)c1 (stereo not drawn) | -15 | 81 | -12 | 1.2 | -1 | -0.6 | 2 | 0.3 | 1.3 | -3 | 3 |
| CCc1ccc(-c2cc(C(=O)Nc3c(C)n(C)n(-c4ccccc4)c3=O)c3ccccc3n2)s1 | -4 | 3 | -40 | -0.1 | 1 | -0.4 | 1 | -0.1 | / | 4 | -5 |
| Cc1c([N+](=O)[O-])c([N+](=O)[O-])nn1CC(=O)NCc1cccnc1 | 5 | -1 | -5 | 1.2 | 0 | -0.6 | -9 | 0.1 | 4.1 | -21 | -5 |
| O=C(CSc1nnc(-c2c[nH]c3ccccc23)o1)N1CCCCC1 | -7 | 234 | -14 | 1.6 | -8 | -2.0 | 15 | 1.2 | 2.8 | -4 | 6 |
| O=C(O)c1cc(-c2ccc(Cl)cc2)n(-c2ccccc2)n1 | -3 | 168 | -5 | 3.6 | 15 | -0.2 | 1 | -3.1 | 0.6 | -4 | -11 |
| Cc1ccc(C2N(c3ccc(F)cc3)C(=O)C3CCCN32)cc1 (stereo not drawn) | 0 | -18 | 12 | 5.1 | 4 | 1.9 | 5 | -0.8 | 3.6 | 11 | 0 |
| COc1cc(C(=O)NNC(=O)C2CC2)cc(OC)c1OC | 22 | -5 | 1 | 0.5 | 19 | -3.1 | 5 | -3.6 | -0.2 | 2 | -4 |
| O=c1oc2ccccc2cc1-c1nc(-c2cccs2)cs1 | -1 | -4 | -37 | -1.8 | -2 | -1.3 | -6 | 0.4 | 1.4 | -6 | -8 |
| Fc1ccccc1N1CCN(CCCNc2ccc3nncn3n2)CC1 | -21 | 0 | 5 | 3.9 | -1 | 1.9 | 4 | 0.1 | 1.1 | 5 | -3 |
| CN1C(=O)NC(NC(=O)C2CCCCC2)(C(F)(F)F)C1=O (stereo not drawn) | -9 | 13 | 11 | 1.4 | 3 | -1.0 | 4 | -0.7 | 1.6 | -4 | 3 |
| O=C(c1ccoc1)N1CCC2(CC1)Oc1ccc(Cl)cc1C(=O)C21CC(c2ccccc2)=NO1 (stereo not drawn) | -12 | 3 | 4 | 3.0 | 16 | -1.4 | 1 | -2.9 | -1.1 | -2 | 9 |
| C=C(C)Cn1c(N2CCN(c3ccc(OC)cc3)CC2)nc2c1c(=O)n(C)c(=O)n2C | -9 | 9 | 12 | 0.8 | 1 | 0.4 | 3 | -0.1 | 1.9 | 11 | -3 |
| CC(=O)Nc1ccc(NC(=O)C2CCCN(S(=O)(=O)c3ccc(-n4cnnn4)cc3)C2)cc1 (stereo not drawn) | -9 | -15 | 12 | 1.7 | -5 | 2.3 | -3 | 0.8 | 2.3 | -1 | -5 |
| CCN(c1ccccc1)S(=O)(=O)c1ccc(Cl)c(NC(=O)CSc2nncs2)c1 | 16 | 342 | -13 | 1.2 | 2 | -1.9 | -6 | -0.3 | -1.0 | 9 | 2 |
| CCOC(=O)C(CC)(CC)C(=O)/C=C/c1cccc(Br)c1 | 17 | 87 | -7 | -1.0 | -44 | 0.0 | -3 | 7.5 | 1.2 | -9 | 1 |
| O=C(Nn1cnnc1)c1ccccc1F | -1 | -2 | 8 | 0.8 | 6 | -0.7 | 2 | -1.3 | 2.1 | 2 | -5 |
| CSCCCNC(=O)c1ccccc1OC1CCN(S(C)(=O)=O)CC1 | -6 | 6 | -7 | 2.0 | 6 | -1.6 | -3 | -1.1 | 2.0 | -1 | 0 |
| COCCN(C(=O)CC1C(=O)NCCN1Cc1ccc(-c2ccccc2)cc1)C(C)C (stereo not drawn) | -5 | 21 | -4 | 1.2 | 12 | -1.1 | -8 | -2.5 | 0.2 | -1 | -10 |
| Nc1cccc(C(=O)NCCNC(=O)c2cccc(N)c2)c1 | 0 | 5 | 22 | -0.7 | 8 | 0.6 | -3 | -1.9 | -0.2 | -9 | 8 |
| Cc1nc(C(=O)Nc2ccccc2)sc1C1(C)CC(c2cccnc2)=NO1 (stereo not drawn) | -10 | 4 | 2 | 1.4 | 4 | 0.5 | -6 | -0.7 | 2.7 | -8 | -5 |
| CCCCC(=O)Nc1ccc(C(=O)N2CCC(C(=O)OCC)CC2)cc1 | -15 | -29 | -31 | 5.6 | 15 | -0.7 | 17 | -2.9 | 1.6 | -4 | -3 |
| CC1CCCC(NC(=O)CN2C(=O)NC(C)(c3ccccc3)C2=O)C1C (stereo not drawn) | 8 | / | -2 | / | 19 | / | -1 | -3.9 | 2.1 | -10 | -7 |
| Cc1cc(Cl)ccc1NC(=O)CN1CCC(C(O)(c2ccccc2)c2ccccc2)CC1 | -5 | -25 | -10 | -0.4 | -25 | 1.6 | 6 | 4.3 | 2.0 | 2 | -10 |
| CC(C)(C)C(=O)NC1CCN(S(=O)(=O)c2ccc(C(F)(F)F)cc2)CC1 | -23 | -15 | -24 | -0.1 | 6 | -1.1 | -5 | -1.0 | -0.1 | -8 | -1 |
| O=C(Nc1ccc(N2CCCCC2)c(Cl)c1)c1ccc(N2CCOCC2)c([N+](=O)[O-])c1 | 10 | 4 | -14 | 0.4 | -12 | 1.7 | 6 | 2.0 | -0.5 | -5 | -1 |
| COc1ccc(N2CCN(C(=O)c3cc4c(s3)-c3ccccc3OC4)CC2)cc1 | -20 | 19 | 0 | -3.7 | 6 | -3.4 | -1 | -1.0 | -1.1 | 2 | -2 |
| O=C(Cc1ccccc1)NNC(=O)C1CCCC1 | 5 | 7 | 10 | 0.9 | 12 | 0.2 | 10 | -2.3 | -0.3 | 0 | 2 |
| Cc1sc2nc(COC(=O)c3cccc(S(=O)(=O)N(C)c4ccccc4)c3)[nH]c(=O)c2c1C | -11 | 36 | -63 | -0.7 | 7 | 1.3 | 28 | -1.5 | 1.0 | 0 | -4 |
| CCOC(=O)N1CCC(N(CCN(C)C)C(=S)Nc2ccc(F)c(Cl)c2)CC1 | -17 | / | 15 | 1.9 | 23 | -0.1 | 3 | -5.0 | 3.2 | -12 | 2 |
| O=C(Nc1cccc(C(F)(F)F)c1)c1cccc(NS(=O)(=O)c2ccc(O)c(C(=O)O)c2)c1 | -12 | 7 | -11 | 0.5 | -3 | -2.3 | -1 | 0.7 | 2.2 | -7 | -6 |
| CCN(C[C@H]1N[C@@](C)(C(=O)OC)[C@H]2C(=O)N(Cc3ccccc3)C(=O)[C@@H]12)S(=O)(=O)c1ccc(OC)cc1 | -6 | -16 | -16 | 2.7 | 10 | -1.2 | -4 | -2.2 | -0.1 | 7 | 4 |
| CCn1c(SCC(=O)N/N=C/C=C/c2ccco2)nnc1-c1ccccc1 | -4 | -3 | 5 | -0.7 | 4 | 0.8 | 6 | -0.7 | 2.7 | -5 | 4 |
| CNS(=O)(=O)c1cccc(C(=O)OCC(=O)NC2CCCC2)c1 | 10 | 172 | -15 | 1.1 | 4 | 1.4 | -7 | -1.0 | 1.0 | -1 | 1 |
| Cc1ccc(S(=O)(=O)N2[C@@H](c3ccc(C#N)cc3)C(C(=O)O)=C[C@H]2CC2CCCC2)cc1 | 9 | / | -18 | 1.5 | 5 | -1.2 | 3 | -1.0 | 1.9 | -1 | -13 |
| Clc1cccc(Cl)c1CON/C=N/c1ncnc2sccc12 | 2 | 4 | -36 | 2.4 | -10 | -1.7 | 1 | 2.0 | 0.8 | -5 | -7 |
| COc1cc(/C=C/C(=O)Nc2nc3ccc(S(=O)(=O)N(C)C)cc3s2)cc(OC)c1OC | 17 | 1 | -31 | 1.9 | -3 | 0.1 | 0 | 0.5 | 1.7 | -5 | 1 |
| C[C@]12CCC(O)CC1CCC1C2CC[C@]2(C)C(c3cc(C(F)(F)F)n[nH]3)CCC12 (stereo partly drawn) | -16 | 211 | 10 | 3.3 | -22 | -1.7 | 1 | 4.2 | -0.9 | -13 | -5 |
| CN(Cc1ccccc1)C(=O)[C@@H]1CCCN1S(=O)(=O)c1ccc(Cl)cc1 | 11 | 0 | -62 | 2.5 | 3 | 1.6 | -4 | -0.7 | 0.5 | 6 | -3 |
| N#Cc1c(N2C(=O)C3C4C=CC(C4)C3C2=O)sc2c1CCC2 (stereo not drawn) | -30 | -14 | 4 | -2.4 | -12 | -0.7 | -27 | 2.0 | 1.4 | -4 | -2 |
| CC(OC(=O)c1ccc(S(=O)(=O)N(C)c2ccccc2)cc1)C(=O)NCCC1=CCCCC1 (stereo not drawn) | 6 | -17 | 3 | 2.2 | -11 | 3.4 | -1 | 2.2 | 3.6 | 3 | -4 |
| O=[N+]([O-])c1ccc(-c2ccc(/C=N/n3cnnc3)o2)c(Br)c1 | -12 | -7 | 0 | 3.7 | -36 | -1.6 | 8 | 7.5 | 1.8 | 5 | 0 |
| C/C(=N/OC(=O)c1c(-c2c(Cl)cccc2Cl)noc1C)c1cnccn1 | 2 | -1 | -10 | 3.7 | 3 | 3.2 | 7 | -0.6 | -0.5 | -4 | -4 |
| CC(Oc1ccc(Cl)cc1Cl)c1nc(-c2ccc(NC(=O)c3ccncc3)cc2)no1 (stereo not drawn) | 10 | 26 | -8 | -0.5 | -31 | -2.1 | 0 | 5.8 | 1.8 | -4 | -13 |
